GALK inhibitor: galactokinase (human) inhibition | P51570 | Purified GALK, Kinase-Glo residual ATP luminescence | Potency, µM (top dose mostly 57.5 µM), for the others: at the top dose activity change, negative = inhibition, usual class: inhibitors | 270,000 compounds, 0.007% hits | AID 1868; also: potency is read from the fitted curve at half-maximal effect; % is scaled to controls: 0 for no effect and ±100 for the full control effect
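The enzyme phosphorylates galactose (100 uM) using ATP (35 uM); inhibition is detected as higher residual ATP, quantified by bioluminescence after 1 h reaction at room temperature, pH 8.0.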
B2AR arrestin: agonists driving beta-arrestin recruitment to human beta2-adrenergic receptor; beta-arrestin recruitment to beta2AR, cell-based reporter; Potency, µM (doses to about 46.1 µM), for inactives: at the top dose activation, hits mostly activators; 330,000 compounds, 0.02% hits;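 also: potency is read from the fitted curve at half-maximal effect; 0% = DMSO controls and full agonism = EC100 isoproterenol or metaproterenol; nearly all actives have a fitted effect of over 65% in size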
USP2a block: inhibitors of human ubiquitin-specific protease USP2a; USP2 core, Ub-CHOP2 coupled fluorogenic reporter, 485/531; O75604; 330,000 compounds, 0.01% hits; Potency, µM (highest dose often 38.3 µM), without a hit: at the highest dose activity change, negative = inhibition, most hits filed as inhibitors;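 also: potency is read from the fitted curve at half-maximal effect; plate controls were DMSO wells for no effect and full inhibition by NEM control for full effect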
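Deubiquitinase activity read as fluorescence (485/531 nm) after Ub-CHOP2 cleavage activates the enterokinase reporter on its substrate; USP2 core 10nM, Ub-CHOP2 and substrate 25nM each, 30min compound preincubation then 60min RT; data normalized to NEM, curves fitted.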
PKM2 act: PKM2 (human) enzyme activation. P14618. purified PKM2, Kinase-Glo ATP luminescence, activation; response scale: 0% is enzyme alone, no compound. Potency, µM (doses to about 57.5 µM), inactives show at the top dose activation, usual class: activators. 260,000 compounds, 0.34% hits; also: potency is read from the fitted curve at half-maximal effect; % is scaled to controls: 0 for no effect and ±100 for the full control effect; nearly all actives have a fitted effect of over 55% in size
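Purified hPK-M2 (>95% pure) converted ADP (0.1 mM final) to ATP with 0.5 mM PEP in 50 mM imidazole pH7.2, KCl, MgCl2, Tween 20, BSA; 1 h at room temperature. ATP detected by Kinase-Glo luminescence.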
hERG WT inh: KCNH2 (human, wildtype) channel inhibition. 340,000 compounds, 0.37% hits. activity change, % at 1.84 µM. U2OS, BacMam KCNH2, thallium flux FluxOr; hits give low values;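 active = maximum activity change below -70%; inconclusive = maximum activity change between -70% and -50%; inactive = maximum activity change above -50%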; also: % is scaled to controls: 0 for no effect and ±100 for the full control effect
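U2OS cells were transduced with wild-type KCNH2 virus (2.03 x 10^8 / mL) for 4 h at room temperature, then cultured overnight at 37 C. Thallium flux was read with FluxOr dye. Rate constants were normalized to DMSO controls.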
FBPA coupling cs: inhibits coupling enzyme system, counter-screen for aldolase hits; 290,000 compounds, 0.67% hits; activity change, negative = inhibition, % at 58.2 µM, hits read low; AID 2472; coupling enzyme system counterscreen, AmpLite Red fluorescence; in the data active = activity change below about -30%; also: % is scaled to controls: 0 for no effect and ±100 for the full control effect
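Counterscreen lacking aldolase: glyceraldehyde-3-phosphate coupling-enzyme reagent preincubated 10 min at RT with compound (at 57.5 uM final), then substrate/coupling system with AmpLite Red added; fluorescence read at 525/598 nm after 20 min RT.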
KCNH2 3.1 inh: blocks the human KCNH2 3.1 channel isoform; U2OS KCNH2 3.1, thallium flux FluxOr; hits give low values; activity change, % (tested at about 1.8 µM); 340,000 compounds, 0.95% hits; AID 720553;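 active = maximum activity change below -70%; inconclusive = maximum activity change from -70% to -50%; inactive = maximum activity change above -50%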;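 also: thallium influx rate constant from kinetic fluorescence after stimulation buffer; % is scaled to controls: 0 for no effect and ±100 for the full control effect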
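Thallium flux via FluxOr fluorescence (Red40 quencher, 45 min loading) in U2OS cells virally expressing the KCNH2 3.1 isoform (1.77 x 10^8 /mL virus, overnight at 37 C). Rate constants from 2-min kinetic reads post-stimulation, normalised to positive and negative controls.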
Menin-MLL TR inh: menin-MLL binding inhibition, Texas Red mutant peptide; O00255; Menin + Texas Red MLL mutant peptide, fluorescence polarization; Potency, µM (series often up to 61.6 µM), without a hit: at the highest dose FP activity change, negative = inhibition, hits mostly inhibitors; 270,000 compounds, 0.23% hits; AID 1768; active = well fitted inhibition curve with a large enough effect in the polarisation, with a control signal flat, not every such curve was filed as active; inconclusive = small, poorly fitted or top-dose-only effect, or effect the other way, or a change in a side signal; inactive = no such curve, though single readings can be large or run the other way; the % refers to the polarisation; also: potency is read from the fitted curve at half-maximal effect; % of control where 0% means no effect; many of its hits are not listed in these tables
Giardia kill: kills Giardia lamblia. Giardia lamblia trophozoite viability. 340,000 compounds, 0.15% hits. AID 540267. activity change, % at 7.66 µM, hits read low; in the data active = activity change below about -80%; inconclusive = between about -30% and that limit;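 also: parasites exposed to compound for two days anaerobically before the ATP read; % is scaled to controls: 0 for no effect and ±100 for the full control effect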
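Each well holds 100 Giardia trophozoites and compound. After two days (48 hrs) at 37 deg C in anaerobic conditions, ATP is quantified by luminescence.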
TRPV1 ag: activates the human vanilloid receptor TRPV1. Q8NER1. TRPV1-expressing cells, Fluo-8 calcium influx, agonist mode. activation, % at 8.33 µM. 320,000 compounds, 0.19% hits. AID 540275; in the data active = activation above about 80%; inconclusive = between about 30% and that limit; also: 0% is about no effect
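TRPV1-expressing cells were cultured overnight at 35.5C and loaded with Fluo-8 calcium dye for 40 to 90 min at room temperature. After a 10 s baseline, compound was added and calcium influx was read kinetically for 3 min (ex 480/em 520 nm).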
MLL CXXC-DNA inh: blocks binding of human MLL CXXC domain to DNA | Q03164 | MLL-CXXC / FITC-HOXA9 DNA fluorescence polarization | Potency, µM (titrated, usually from 115 µM), without a hit: at the highest dose activity change, negative = inhibition, hits mostly inhibitors | 290,000 compounds, 0.037% hits; active = well fitted inhibition curve with a large enough effect in the polarisation, with a control signal flat, not every such curve was filed as active; inconclusive = small, poorly fitted or top-dose-only effect, or effect the other way, or a change in a side signal; inactive = no such curve, though single readings can be large or run the other way; the % refers to the polarisation; also: potency is read from the fitted curve at half-maximal effect
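Steps: dispense CXXC domain solution (7 uM) → pin compounds or unlabeled HOX-A9 DNA control → 5 min ambient → add FLSN-HOX-A9 solution (50 nM) → spin → 30 min ambient → fluorescence polarization. Tris pH 7.5/NaCl/DTT/BSA buffer.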
* marks the source's active call; other numbers are inactive results; ? = inconclusive; / = not tested or not shown; [ ] = remark or other dose. Unless noted, calls follow the shape of the dose curve; as a rule, active = well fitted curve in the direction sought with a large enough effect; inconclusive = small, poorly fitted or top-dose-only effect, or another doubt; inactive = no such curve, though single readings can be large; an effect the other way counts as inactive or inconclusive.

The opening 6 entries, ahead of the listing:
SMILES	GALK inhibitor	B2AR arrestin	USP2a block	PKM2 act	hERG WT inh	FBPA coupling cs	KCNH2 3.1 inh	Menin-MLL TR inh	Giardia kill	TRPV1 ag	MLL CXXC-DNA inh
CC(C)c1nnc(NC(=O)CN(C)S(=O)(=O)c2ccc3c(c2)OCCO3)s1	8%	-0.6%	-2%	2%	-9	-1	-6	4%	12	3	-18%
C=CC(=O)OCCOCCOCCOCCOC(=O)C=C	/	2.6%	0%	/	-4	/	-14	/	24	2	/
CC(=O)c1ccc(NC(=O)NCc2ccc(F)cc2)cc1	0%	-0.2%	1%	-5%	5	7	20	6%	4	?	-12%
CCCCc1c(O)nc(SCC(=O)NC(C)(C)C)n(-c2ccccc2C)c1=O	0%	-0.4%	0%	-6%	-4	0	-11	1%	6	0	-9%
COc1cccc(C(=O)Nc2ccccc2OC(F)(F)F)c1	0%	0.0%	0%	0%	-4	1	0	10%	-6	7	-6%
CN(C)c1ccc(/C=C/C(=O)c2c(O)c3ccccc3oc2=O)cc1	-2%	-0.2%	10%	-6%	-9	1	0	/	0	19	?

The list itself, from the first entry:
SMILES	GALK inhibitor	B2AR arrestin	USP2a block	PKM2 act	hERG WT inh	FBPA coupling cs	KCNH2 3.1 inh	Menin-MLL TR inh	Giardia kill	TRPV1 ag	MLL CXXC-DNA inh
CC(C)c1nnc(NC(=O)CN(C)S(=O)(=O)c2ccc3c(c2)OCCO3)s1	8%	-0.6%	-2%	2%	-9	-1	-6	4%	12	3	-18%
C=CC(=O)OCCOCCOCCOCCOC(=O)C=C	/	2.6%	0%	/	-4	/	-14	/	24	2	/
CC(=O)c1ccc(NC(=O)NCc2ccc(F)cc2)cc1	0%	-0.2%	1%	-5%	5	7	20	6%	4	?	-12%
CCCCc1c(O)nc(SCC(=O)NC(C)(C)C)n(-c2ccccc2C)c1=O	0%	-0.4%	0%	-6%	-4	0	-11	1%	6	0	-9%
COc1cccc(C(=O)Nc2ccccc2OC(F)(F)F)c1	0%	0.0%	0%	0%	-4	1	0	10%	-6	7	-6%
CN(C)c1ccc(/C=C/C(=O)c2c(O)c3ccccc3oc2=O)cc1	-2%	-0.2%	10%	-6%	-9	1	0	/	0	19	?
Cc1ccc(S(=O)(=O)Nc2cccc(C(=O)NCc3ccc(S(N)(=O)=O)cc3)c2)cc1	/	0.2%	-1%	/	6	1	-7	31%[activator]	14	0	4%
CC1(C(=O)NC2CCCCCCC2)CCC(=O)N1Cc1cccs1 (stereo unspecified)	5%	0.0%	3%	2%	16	0	13	3%	2	4	-5%
Cc1ccc(OCC(=O)Nc2ccc3c(c2)nc(CCN2CCC(C)CC2)n3C)cc1	-1%	-0.7%	1%	-3%	-6	0	?	4%	11	-1	25%
CCOC(=O)C1=C(c2ccccc2)NC(=O)NC1c1ccsc1 (stereo unspecified)	-3%	-1.0%	0%	3%	0	-4	3	-23%	0	0	2%
CC(=O)c1ccc(OCCCC(=O)Nc2ccc(C)c(S(=O)(=O)N3CCCCC3)c2)cc1	/	0.0%	4%	/	0	/	8	/	-3	?	/
CCOc1cccc(-c2nc3cc(C)ccc3o2)c1	1%	0.3%	-1%	-4%	-10	-1	-2	0%	-8	-1	0%
COc1ccc(NC(=O)CSc2nc(C)cc(C(F)(F)F)n2)cc1	3%	0.0%	1%	2%	-1	0	-14	11%	17	1	1%
O=C(O)COc1ccc(NC(=O)C(c2ccccc2)c2ccccc2)cc1	0%	-0.8%	-1%	1%	-6	-2	6	1%	-14	1	-25%
COc1ccc(-c2nc(C#N)c(NCc3cccnc3)o2)cc1OC	-2%	-0.1%	0%	1%	-7	1	12	12%	-7	1	4%
C=CCn1c(SCC(C)=O)nc2scc(-c3ccco3)c2c1=O	-1%	0.4%	-3%	/	-11	-5	-11	?	-15	7	-3%
COc1ccc(C2CC(c3cccs3)=NN2C(=O)CSc2nnc(N)s2)cc1OC (stereo unspecified)	-1%	0.2%	0%	0%	7	0	4	-19%	2	14	-4%
C#CCOCCOCCOCCNc1nc(N2CCN(C(=O)[C@H](CCC(=O)O)n3cc(C(N)CC(C)C)nn3)CC2)nc(N2CCN(C(=O)[C@H](Cc3ccc(O)cc3)n3cc(C(N)CC(C)C)nn3)CC2)n1 (stereo partly specified)	9%	-0.4%	-1%	6%	-11	1	-4	?	-22	4	-20%
Cc1ccc2c(c1)c1c3n2CCCN(Cc2ccccc2)C3CCC1 (stereo unspecified)	2%	-0.4%	2%	-2%	-3	2	2	-3%	34[activator]	-4	17%
Cc1cc(SCC(=O)OCC(=O)N2CCN(C(=O)c3ccco3)CC2)c(C)cc1Br	0%	-0.5%	-4%	25µM*	-7	10	6	-7%	5	3	-5%
Cc1c(NC(=O)C(C)Sc2nnc(-c3ccccc3)o2)c(=O)n(-c2ccccc2)n1C (stereo unspecified)	4%	-0.5%	1%	-6%	-6	0	4	3%	8	0	-9%
COc1ccc(NC(=O)c2nc(SC)ncc2Cl)cc1	5%	-1.1%	2%	1%	-19	0	14	/	21	0	0%
O=C(O)c1ccc(NS(=O)(=O)c2cccc(C(=O)Nc3ccc(Br)cc3)c2)cc1	-2%	-0.4%	4%	0%	-9	5	14	?	-14	1	-22%
Cc1noc(C)c1C(=O)N1CCCc2ccccc21	-2%	-0.2%	-1%	-1%	-11	3	/	-17%	6	0	-3%
CN(C)C(CNC(=O)/C=C/c1cccc(Cl)c1)c1ccccc1 (stereo unspecified)	5%	0.1%	0%	/	6	-2	-6	-14%	5	26	13%

The list goes on.
SMILES	GALK inhibitor	B2AR arrestin	USP2a block	PKM2 act	hERG WT inh	FBPA coupling cs	KCNH2 3.1 inh	Menin-MLL TR inh	Giardia kill	TRPV1 ag	MLL CXXC-DNA inh
Cc1ccsc1C(=O)N1CCC(N2CCC(C(=O)NCC3CCCO3)CC2)CC1 (stereo unspecified)	3%	-0.9%	3%	-6%	1	3	-12	0%	2	2	-6%
Cc1ccc(CSCc2nc3ccccc3[nH]2)cc1	6%	-0.1%	3%	11%	-11	2	7	12%	3	?	0%
COC(=O)CSC1=C(C#N)C(c2ccsc2)CC(=O)N1 (stereo unspecified)	0%	-0.4%	3%	-8%	3	2	-4	6%	-3	1	0%
O=C(CCN1C(=O)COc2ccccc21)NCCC1=CCCCC1	1%	-0.7%	4%	0%	4	4	9	-4%	1	5	5%
CC(NC(=O)Cc1cccs1)c1ccc2c(c1)OCO2 (stereo unspecified)	-1%	-0.1%	2%	3%	-20	-1	3	-12%	1	7	0%
CCOc1ccc(C(=O)NNC(=O)c2cc(S(=O)(=O)N3CCOCC3)ccc2Cl)cc1	/	-3.1%	3%	/	-7	/	5	/	-10	-1	/
COc1ccccc1/C=N/NC(=O)CC(=O)Nc1ccc(Cl)c(Cl)c1	-1%	-0.9%	-1%	-4%	-2	/	3	?	2	-6	27%
COc1ccc(CNC(=O)CN(Cc2ccc(F)cc2)C(=O)CCC(=O)Nc2nccs2)cc1	6%	0.5%	3%	5%	11	1	12	-8%	-11	1	-7%
CC(=O)Nc1ccc(S(=O)(=O)NCc2nc(-c3ccc(C)cc3)no2)cc1	2%	-0.2%	4%	/	12	/	13	/	?	1	18%
O=C(OCC(=O)c1cccs1)c1cccc(C(=O)OCC(=O)c2cccs2)n1	-2%	-1.1%	4%	-5%	1	-3	-21	20%	-13	-4	-2%
CCCCNC(=O)O/N=C(\N)CS(=O)(=O)C(C)(C)C	-1%	0.2%	3%	-5%	4	4	-6	/	1	-3	5%
CC(=O)c1ccc(NC(=O)COC(=O)c2ccccc2N=Nc2ccc(N(C)C)cc2)cc1	-2%	0.0%	-3%	-4%	-6	1	-7	?	?	-2	-16%
N#CCC(=O)NCC1(c2ccccc2)CCCC1	0%	-0.6%	-1%	-1%	-12	0	-13	-14%	29	0	13%
Cc1ccc(S(=O)(=O)/C(C#N)=C/c2ccccc2OCc2ccccc2)cc1	-2%	-0.2%	3%	-11%	21	1	-5	0%	-12	?	9%
O=C(C1=C(c2ccccc2)C(=O)c2ccccc2C1=O)c1ccccc1	/	-0.7%	2%	-1%	-4	-62*	0	?	?	9	24%
COC(=O)[C@@H]1C[C@@H](c2ccccc2)[C@H](C)C1(C)C	/	0.2%	0%	/	-21	/	8	/	18	-4	/

High-throughput results (PubChem BioAssay)

The list is partial; rates above refer to the full screens.
